hgDAF-12 ag = agonists of H. glycines DAF-12 nuclear receptor | HEK293 GAL4-hgDAF12 UAS-luciferase reporter, agonist luminescence; normalized to butyrate control | activation, % at 6.8 µM | actives 1.8% (n = 370,000) | AID 687014;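 active means activation above a cutoff set at the mean of all screened compounds plus 3 SD, cut at about 10% in these data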;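 further: 0% = DMSO wells and 100% = sodium butyrate wells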
DAX1 inh-1 = inhibits human nuclear receptor DAX1. P51843. HEK293 Gal4-DAX1 luciferase reporter, luminescence. inhibition, % at 6.75 µM. actives 0.99% (n = 340,000). AID 504766;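 active means inhibition above the mean over all tested compounds plus 3 SD, cut at about 4.2% in these data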;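 further: 0% = DAX1-transfected cells with DMSO and 100% = empty-vector control cells with DMSO; inhibition shows as a rise in luminescence from relieved DAX1 repression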
Target sequence (P51843 207-470 limits assumed): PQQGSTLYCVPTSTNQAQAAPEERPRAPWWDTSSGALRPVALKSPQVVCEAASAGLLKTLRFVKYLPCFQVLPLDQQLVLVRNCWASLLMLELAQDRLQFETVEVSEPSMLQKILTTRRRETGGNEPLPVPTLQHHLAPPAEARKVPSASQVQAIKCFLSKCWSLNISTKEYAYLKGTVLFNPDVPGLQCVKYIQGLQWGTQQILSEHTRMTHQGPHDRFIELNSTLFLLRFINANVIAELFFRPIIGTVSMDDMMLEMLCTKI
FXN GAA850 act = activators of GAA850 frataxin (FXN) promoter; activation, % at 6 µM; HEK293 lucGAA850 FXN promoter luciferase reporter, 24 h; percent of 10 µM SAHA response; actives 0.56% (n = 360,000);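 active means activation above the average of all compounds screened plus 3 SD, cutoff fixed separately per campaign, cut at about 7.5% in these data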;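 further: 0% = DMSO wells and 100% = 10 µM SAHA wells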
ssDAF12 agonist = activators of S. stercoralis DAF-12 nuclear receptor; HEK293 ssDAF-12/GRIP1 lit1-tk-luc reporter, luminescence; % of 3 µM dafachronic acid response; activation, % at 6.8 µM; actives 1% (n = 370,000); AID 652126;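 active means activation above the mean over all tested compounds plus 3 SD, cut at about 0.9% in these data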;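 further: 0% = DMSO-only wells and 100% = 3 µM delta7-dafachronic acid wells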
SMARCA2 act = activators of SMARCA2 function | MG213 cells, MMTV-luciferase reporter, dexamethasone, overnight | activation, % at 9.1 µM | actives 1% (n = 370,000) | AID 652017; in the data active means activation above about 7.8%;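 further: 0% = vehicle wells and 100% = reference activator wells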
HGIII-sPLA2 inh = Blocks human group III sPLA2 activity; inhibition, % at 12.2 µM; QFRET BODIPY PC-A2 liposome hydrolysis, fluorescence; actives 0.56% (n = 370,000);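 active means inhibition above mean plus 3 SD of compounds lying within the high and low control bounds, cut at about 19% in these data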;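 further: 0% = median of test compound wells and 100% = no enzyme DMSO wells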
Target sequence (Q9NZ20 whole entry, looked up): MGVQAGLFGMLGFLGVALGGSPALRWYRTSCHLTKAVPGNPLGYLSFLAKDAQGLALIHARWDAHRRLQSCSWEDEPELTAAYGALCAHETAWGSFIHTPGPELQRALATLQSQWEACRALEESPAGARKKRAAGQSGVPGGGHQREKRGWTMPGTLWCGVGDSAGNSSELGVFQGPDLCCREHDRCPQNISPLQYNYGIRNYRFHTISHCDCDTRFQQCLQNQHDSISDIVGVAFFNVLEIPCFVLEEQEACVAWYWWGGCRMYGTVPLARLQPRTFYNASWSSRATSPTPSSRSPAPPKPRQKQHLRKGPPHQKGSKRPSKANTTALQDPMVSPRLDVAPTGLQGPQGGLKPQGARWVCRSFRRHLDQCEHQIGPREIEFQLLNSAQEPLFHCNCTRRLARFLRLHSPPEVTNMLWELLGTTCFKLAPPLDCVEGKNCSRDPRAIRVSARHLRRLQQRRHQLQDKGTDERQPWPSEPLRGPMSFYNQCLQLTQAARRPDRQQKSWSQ
hcDAF12 agonist = H. contortus DAF-12 activation, primary screen; HEK293 hcDAF-12 lit1-tk-luc reporter, luminescence; 0% DMSO, 100% Δ7-dafachronic acid; AID 652067; activation, % at 6.8 µM; actives 1.4% (n = 370,000);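 active means activation above the mean of all tested compounds plus 3 SD, cut at about 5.5% in these data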;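 further: 100% = response to 3 µM Δ7-dafachronic acid high control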
DAX1 inh-2 = blocks DAX1 repression of SF-1 activated StAR promoter. HEK293T StAR-luciferase reporter, SF-1/DAX-1 repression relief. inhibition, % at 6.8 µM. actives 1.1% (n = 370,000). AID 652010;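 active means inhibition above the mean over all tested compounds plus 3 SD, cut at about 3.6% in these data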;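 further: 0% = DAX-1 cells with DMSO and 100% = cells lacking DAX-1 with DMSO; higher inhibition means more luminescence from relief of DAX-1 repression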
ADAM10 inh = ADAM10 inhibition, QFRET primary screen | O14672 | recombinant ADAM10, EDANS/DABCYL FRET peptide cleavage, 3 h | inhibition, % at 7 µM | actives 0.62% (n = 370,000) | AID 720582;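 active means inhibition above a per-campaign cutoff equal to the mean of compounds falling between control-based bounds plus 3 SD, cut at about 20% in these data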;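 further: 0% = DMSO wells while the 100% control is not disclosed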
NPR2 activator = GC-B (human) receptor activation; activation, % at 10 µM; actives 0.11% (n = 370,000); HEK293-GC-B cells, CNP EC30, cGMP TR-FRET; 0% at EC30 CNP, 100% saturating CNP;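 active means activation at 10 µM reaching about 35% in either raw or pattern-adjusted values, limit read from the data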
NPR1 activator = GC-A (human) enzyme activation; P16066; HEK293 GC-A cells, cGMP TR-FRET, EC30 ANP; 0% at EC30 ANP, 100% saturating ANP; activation, % at 10 µM; actives 0.14% (n = 370,000); in the data active means activation above about 40%
* marks the source's active call; other numbers are inactive results; · = not tested or not shown.

SMILES	hgDAF-12 ag	DAX1 inh-1	FXN GAA850 act	ssDAF12 agonist	SMARCA2 act	HGIII-sPLA2 inh	hcDAF12 agonist	DAX1 inh-2	ADAM10 inh	NPR2 activator	NPR1 activator
COc1ccc(N2C(=NC(=O)C3CCCO3)SC3CS(=O)(=O)CC32)cc1 (centres undefined)	1.9	0.0	-1.8	-1.3	-3	3	-1.3	0.8	4	-1	1
COc1ccc(S(=O)(=O)N(C)c2ccc(C(=O)NCC3CCCO3)cc2)cc1 (centres undefined)	1.1	-0.3	1.1	-1.1	0	-2	-0.5	0.8	4	7	-2
COC(=O)C1=C(C)N(Cc2ccccc2C(F)(F)F)C(=NCc2ccc(OC)cc2)NC1c1cccc(F)c1 (centres undefined)	-1.8	·	·	-0.9	-2	-5	-0.5	-0.5	-2	0	-16
CCOC(=O)c1c(NC(=O)CN2C(=O)NC3(CCC(C)CC3)C2=O)sc(C)c1CC (centres undefined)	1.6	0.6	0.0	-0.3	-2	5	-1.6	-0.1	-14	-6	-1
CCC(C)NC(=O)c1ccc(CSCc2ccccc2Cl)o1 (centres undefined)	-1.6	-0.6	2.6	-1.6	-3	-4	-1.9	-0.3	2	2	1
CS(=O)(=O)NCCNc1ncc(C(F)(F)F)cc1Cl	1.2	-0.9	-0.3	-1.6	1	4	0.2	0.3	5	0	-2
Cc1[nH]nc2c1C(c1ccc(F)cc1)C(C#N)=C(N)O2 (centres undefined)	-0.8	-0.1	-0.6	-1.1	-1	1	-1.1	-0.1	-5	-2	-2
COCCOC(=O)c1c(C)oc2ccc(OCC=C(C)C)cc12	-1.1	-0.3	3.9	-1.2	3	2	1.4	0.7	5	-1	-1
O=C(Cn1nc2n(c1=O)-c1ccccc1SC2)N/N=C/c1cccs1	1.4	-1.5	-0.6	-1.3	-4	3	-0.6	-0.8	-3	5	-4
CCOC1=C2CN(S(=O)(=O)c3ccc(C)cc3)[C@H](c3ccccc3)C[C@@H]2N(S(=O)(=O)c2ccccc2C)[C@H](c2ccccc2)C1	0.1	·	·	-1.5	-4	-2	-0.4	0.5	-4	6	2
CCC(C)C(=O)Nc1nc2ccc(S(C)(=O)=O)cc2s1 (centres undefined)	3.7	0.0	3.1	-0.6	-1	-5	-0.8	-0.7	-4	-1	-4
CC(C)C[C@@H](COCc1ccc([N+](=O)[O-])cc1)N1CCN(C(=O)c2ccc(C(F)(F)F)cc2)CCC1=O	-0.4	·	·	-0.9	1	-17	0.1	-1.4	-2	-1	-2
CCOC(=O)C1(Cc2ccccc2C(F)(F)F)CCN(C(=O)c2cc(C(C)=O)n[nH]2)CC1	1.2	-0.1	4.9	-1.1	2	-22	-1.5	0.3	1	4	1
O=C(O)CNC(=O)c1ccccc1F	-0.8	0.8	0.8	-1.2	2	5	-1.7	0.1	-11	7	2
CCC(CC)c1nnc(NC(=O)Cc2cccs2)s1	4.1	0.1	0.6	-0.8	0	-2	1.4	-0.1	0	-1	2
C=C(C)CSc1nnc(-c2ccc(OC)c(OC)c2)n1N	-1.2	-0.7	0.7	-1.0	-6	5	-0.8	0.1	-6	7	-2
CSc1ccc(C(=O)C2CCCN(C(=O)CCc3cnn(C)c3)C2)cc1 (centres undefined)	-0.7	-0.4	0.1	0.0	-1	-6	0.8	-1.9	-2	-1	-3
CC(=O)N1N=C(c2ccc3ccccc3c2)OC1(C)C	2.1	-1.7	-1.6	-1.4	3	-6	-1.5	-0.5	-426	0	4
Cc1cc(C)cc(CC(=O)N2CCC2(C)C(=O)NS(=O)(=O)Cc2ccccc2)c1 (centres undefined)	2.2	·	-1.0	-0.6	-4	-1	0.8	1.6	4	-1	2
CN(Cc1ccccc1)C(=O)COC(=O)C1CCN(S(=O)(=O)c2ccc(Cl)c(C(F)(F)F)c2)CC1	-1.7	-0.8	-0.3	-0.2	-2	5	-1.4	1.7	-1	3	-3
CCOc1ccc(-n2c(C)c3c(C)nnc(C)c3c2C)cc1	0.3	-1.0	0.6	-1.3	-3	-7	-1.2	-2.2	-40	-6	1
COc1cc([N+](=O)[O-])cc2sc(NC(=O)c3c(F)cccc3F)nc12	-0.5	0.4	0.5	-0.8	0	-1	-0.9	-0.6	-10	-1	26
COC(=O)CC1SC(=O)NC1=O (centres undefined)	-0.1	2.5	0.9	-1.0	-1	2	1.8	0.4	1	2	2
CCc1cc2cc(C)cc(C)c2nc1SCC(=O)N1CCCC1	1.9	0.1	-1.4	-0.9	-3	13	0.5	-0.1	7	-8	-3
O=C(Nc1ccc(Cl)cc1)C1CCCN1S(=O)(=O)c1cccc2cccnc12 (centres undefined)	-0.8	·	·	-1.8	-5	9	-2.7	-1.9	1	3	-3
CC1(C(=O)NS(=O)(=O)C2CC2)CCCN(C(=O)Cc2ccc3ccccc3c2)C1 (centres undefined)	0.3	·	2.7	-0.4	1	11	0.3	-0.6	-2	7	2
CC(C)OCC(O)CCc1n[nH]c(=S)n1-c1ccccc1 (centres undefined)	1.6	0.4	-1.3	-1.3	-4	6	1.3	-0.4	3	1	1
COc1ccc(S(=O)(=O)N2CCOCC2)c(C)c1C	-1.6	-0.7	1.3	-1.6	2	4	2.3	0.2	-9	-3	1
COc1cc(C(=O)O)cc(NC(=O)c2cccs2)c1OC	0.8	0.8	3.9	-0.5	-1	-3	-0.7	-0.4	2	3	1
COC(=O)c1ccc2c(=O)n(Cc3ccc(C(=O)NCCCN4CCOCC4)cc3)c(=S)[nH]c2c1	-1.4	-0.3	0.4	-1.2	-1	7	-0.6	0.4	-7	0	4
CN=c1sc2ccccc2n1CC(O)c1ccccc1 (centres undefined)	-4.3	0.2	0.3	-1.4	1	-1	1.0	-0.3	-1	-5	-6
Cc1nnc(SCC(=O)N2CCN(c3ccccc3F)CC2)n1C1CC1	-1.7	0.4	-0.6	-0.5	-1	15	-1.4	-0.3	-6	-1	-1
CCOc1ccc(NS(=O)(=O)c2ccc(NS(=O)(=O)c3cccs3)cc2)cc1	1.7	0.9	0.1	-0.3	-4	-56	-1.3	-0.1	-7	-3	-3
CCc1nnc(NC(=O)CSc2nnc(C)n2Cc2ccccc2)s1	-1.7	0.7	1.5	-0.6	0	-1	0.3	0.4	-1	3	-2
Cc1ccc(Oc2ccc3c(c2)C(=O)N(c2cccc4cccnc24)C3=O)cc1	-4.5	0.6	-0.7	-0.2	-2	7	2.0	0.0	5	20	1
Fc1ccc(/C=N/n2cnn(Cc3ccccc3Cl)c2=S)cc1	-1.0	0.7	-0.2	-1.1	-2	3	0.0	-0.6	-12	-2	17
O=C(N/N=C/c1cccc(O)c1)c1cc(-c2ccccc2)nc2ccccc12	2.5	-0.7	1.1	-1.1	-2	-30	-2.7	-0.9	19	-2	1
Clc1ccccc1Cn1nnc(-c2cccs2)n1	8.0	2.3	3.5	-0.1	7	-6	4.3	0.4	9	-2	-1
CNC(=O)CSc1nc2cc(S(=O)(=O)Nc3ccc(OC)cc3)ccc2o1	-2.8	-0.9	-0.6	-1.6	-2	-11	-2.4	-2.6	5	3	-3
O=C(CN1C(=O)NC2(CCCC2)C1=O)N1CCN(S(=O)(=O)c2cc(Cl)ccc2Cl)CC1	-2.1	0.7	0.0	-0.9	-2	10	-2.0	-1.8	3	-3	0

Single values from above:
DAX1 inh-1, CCOc1ccc(-n2c(C)c3c(C)nnc(C)c3c2C)cc1 is entered as -1.0
SMARCA2 act, O=C(Nc1ccc(Cl)cc1)C1CCCN1S(=O)(=O)c1cccc2cccnc12 (centres undefined) is entered as -5

Further results:
SMILES	hgDAF-12 ag	DAX1 inh-1	FXN GAA850 act	ssDAF12 agonist	SMARCA2 act	HGIII-sPLA2 inh	hcDAF12 agonist	DAX1 inh-2	ADAM10 inh	NPR2 activator	NPR1 activator
CSC1=NCCN1C(=O)c1ccc(S(=O)(=O)N2CCOCC2)cc1	-1.5	-0.2	-1.1	-0.6	-1	3	-1.7	-0.4	-10	-3	5
CN(C)CCN(Cc1ccco1)C(=O)c1oc2ccccc2c1NC(=O)COc1ccccc1	-1.5	0.1	-3.2	-1.3	0	-12	-1.1	-1.1	-10	-7	-3
O=C1CC(c2ccccc2)CC(=O)N1c1ccc(C(F)(F)F)cc1	-1.4	-0.3	0.1	-1.2	-1	1	-1.7	0.1	-3	1	2
CCN(CC(=O)Nc1ccccc1OC)C(=O)CSCC(=O)Nc1ccc(OC)cc1	8.8	-0.2	1.8	-1.4	0	6	0.8	1.0	-9	1	-3
COc1ncc(-c2ccc(N3C(c4ccc([N+](=O)[O-])cc4)=Cc4ccccc4C3CC(C)=O)cc2)cn1 (centres undefined)	0.4	·	·	-1.5	-3	5	-1.0	0.5	-12	5	5
Cc1c(N2C(=O)CSC2c2ccccc2)c(=O)n(-c2ccccc2)n1C (centres undefined)	-1.5	3.7	0.1	-0.8	-3	5	-2.3	0.6	-3	-3	-4
Cc1ccccc1Oc1ccc(NC(=O)C2CC=CCC2C(=O)O)cc1 (centres undefined)	0.2	-0.7	0.7	-0.9	-2	-1	-0.7	0.3	2	1	-5
CCc1nc2ccccc2n1CCC(=O)O	-0.3	-1.2	0.2	-1.5	0	-1	0.5	-0.3	6	4	0
COc1cc(CNC(=O)c2cc(-c3cc(F)ccc3OC(C)C)n[nH]2)cc(OC)c1	-1.7	·	0.0	-1.1	1	-25	-2.4	-1.4	14	20	10
C#CC1(O)CC(C)NCC1(C)CCC#N (centres undefined)	-2.8	-0.7	1.1	-1.4	-1	0	-2.7	-0.1	2	1	-2
COc1ccc(N2CCCCn3c2nc2c3c(=O)[nH]c(=O)n2C)cc1	-2.3	-0.7	0.7	-0.5	1	-2	-1.1	-0.1	0	-3	0
O=C(Cc1cccs1)Nc1ccc(C(=O)O)cc1	0.3	0.9	-0.1	-1.0	-4	8	-1.5	0.3	-2	1	1
CCN(CC)S(=O)(=O)c1ccc(N2CCCC2)c(NC(=O)CN2C(=O)NC3(CCCC3)C2=O)c1	0.6	-1.5	0.5	-1.5	0	-8	-0.9	-0.6	-3	2	-2
O=C(NC1(C(F)(F)F)NC(=O)N(C2CCCCC2)C1=O)c1cccs1 (centres undefined)	-3.0	0.0	-0.1	-1.0	3	-2	0.2	0.1	5	-2	-3
CCC1CCCCN1CCCNC(=O)c1cn(CC)c2ccc(S(=O)(=O)N3CCc4ccccc4C3)cc2c1=O (centres undefined)	3.5	-0.3	1.1	-1.4	0	-11	-0.7	0.6	-1	5	-3
O=C(COC(=O)Cc1n[nH]c(=O)c2ccccc12)Nc1ccc(Cl)cn1	1.7	0.2	2.2	0.1	-1	2	0.4	-1.1	-16	0	0
O=C(c1ccc(Cl)c([N+](=O)[O-])c1)N1CCN(C(=O)c2ccco2)CC1	-1.8	1.1	0.2	-1.3	-3	6	-0.6	1.2	-7	4	2
FC(F)(F)c1cnc(COc2ccc(Cl)cc2Cl)c(Cl)c1	1.6	3.0	2.2	-1.1	0	-1	-0.2	-0.5	4	-1	7
O=C(O)COc1ccc(Br)cc1/C=N/O	1.2	1.6	0.5	-0.8	2	2	0.1	-0.2	-9	-10	-2
COc1ncnc2c1ncn2CCCN1CCN(Cc2ccc(C)cc2)CC1	0.6	0.1	0.1	-0.6	-5	10	-1.7	-0.3	-21	-5	1
